CFTR F508del cor – F508del CFTR correction, initial screen, CFBE line, single point | AID 720511, 2013 | CFBE cells, YFP halide quenching; stimulated with forskolin plus potentiator P3; % fluorescence drop versus neutral controls | 350,000 compounds, 0.36% hits | activity (quench increase), % at 7.58 µM;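 active means mean added fluorescence quench of at least 8% versus neutral control, with both replicates also reaching 8%; inconclusive means only one of the mean or replicate conditions met; inactive means mean below 8% and not both replicates reaching 8%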;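 further: cells transiently co-express mutant CFTR-F508del with the halide-sensitive YFP; corrector assay measuring rescue of mutant channel to the surface after 24 h compound exposure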
Xi reactivation – activators of inactive X chromosome reactivation, primary screen, imaging, XiGFP fibroblasts, GFP high-content imaging, set 2; XiGFP mouse fibroblasts, % GFP-positive cells imaging, 3 d; cells co-treated with 5-aza-dC sensitizer; scaled so ellipticine positive control = 100%; activation, % at 7.58 µM; 360,000 compounds, 0.055% hits; AID 743238, 2013;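 active means mean normalized replicate activation at least 10% and every replicate at or above 10%; inconclusive means only one of the two criteria met; inactive means mean below 10% and not all replicates reach 10%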;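 further: 0% = median of on-plate neutral control wells and 100% = ellipticine 6 µM median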
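Schedule: 3 d treatment, 15 min room-temperature fixation; system: 68-5-11 XiGFP fibroblast line; buffer or medium: DMEM plus 5-aza-dC sensitizer; control set: ellipticine 6 µM positive control; compound: one concentration, pinned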
ARNT-TACC3 inh – disruptors of ARNT/TACC3 protein interaction, primary screen, biochemical, AlphaScreen, single concentration; inhibition, % at 9.99 µM; Transforming acidic coiled-coil-containing protein 3 (Homo sapiens), Q9Y6A5; 390,000 compounds, 0.66% hits; AlphaScreen His-ARNT PAS-B/GST-TACC3 binding, luminescence; TACC3 fragment carries E629A point mutation; AID 623870, 2012;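 active means mean inhibition of replicates at least 50% and at least half of replicates each reaching 50%; inconclusive means half or more replicates reach 50% but mean below 50%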;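 further: 0% = complete ARNT plus TACC3 wells and 100% = ARNT alone without TACC3; many hits fall short of the cut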
EWS-Fli block – EWS/Fli-driven NR0B1 reporter inhibitors, primary screen, A673 cells, NR0B1 luciferase, luminescence, MLPCN library; viability-normalised; AID 651661, 2012; 350,000 compounds, 0.67% hits; inhibition, % at 12.6 µM;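 active means mean inhibition of at least 50% after viability correction, with every replicate also passing that limit; inconclusive means mean reaches 50% but only one of two replicates passes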;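 further: firefly luciferase signal divided by Alamar Blue viability fluorescence both relative to DMSO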
PAX8 reporter – inhibitors of PAX8-driven TPO luciferase reporter, primary screen, RMG-I cells, single concentration | SteadyGlo, 24 h | inhibition, % at 12.6 µM | 360,000 compounds, 1.2% hits;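 active means mean replicate inhibition at least 60% with every replicate also reaching 60%; inconclusive means only one of the two criteria is met; inactive means mean below 60% and not all replicates reaching 60%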;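 further: luciferase light reporting Pax8 driven TPO promoter activity; plate controls were median of neutral control wells for no effect and mitoxantrone controls for full effect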
ERp5 inh – inhibitors of ERp5-driven insulin aggregation, primary screen, biochemical, turbidity, absorbance 650 nm, single point. 90 min. 350,000 compounds, 0.05% hits. inhibition, % at 9.99 µM. AID 651711, 2012;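 active means mean replicate inhibition above about 25%, with every replicate also reaching it, limit read from the data, passing the limit was not always enough; inconclusive means only one of those two criteria met; inactive means neither criterion met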
Target sequence (Q15084 whole entry, looked up): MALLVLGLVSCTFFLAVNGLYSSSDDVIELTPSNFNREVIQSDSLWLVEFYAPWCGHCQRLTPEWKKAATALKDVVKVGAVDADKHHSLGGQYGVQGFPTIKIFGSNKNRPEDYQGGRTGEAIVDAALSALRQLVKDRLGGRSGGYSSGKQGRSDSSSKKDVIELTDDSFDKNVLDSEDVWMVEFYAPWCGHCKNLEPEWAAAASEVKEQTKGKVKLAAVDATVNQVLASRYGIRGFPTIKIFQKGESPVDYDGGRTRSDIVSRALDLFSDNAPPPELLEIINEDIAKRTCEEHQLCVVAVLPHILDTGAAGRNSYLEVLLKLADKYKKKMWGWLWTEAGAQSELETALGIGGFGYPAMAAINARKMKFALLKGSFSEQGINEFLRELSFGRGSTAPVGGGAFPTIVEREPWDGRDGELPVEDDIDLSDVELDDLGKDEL
DENV2 CPE – inhibitors of DENV2 cytopathic effect, primary screen, cell-based, plate reader, single concentration; DENV2-infected cells, cytopathic effect rescue; CPE inhibition, % at 9.99 µM; 350,000 compounds, 1.7% hits; AID 651640, 2012; in the data active means CPE inhibition above about 20%, passing the limit was not always enough; inconclusive means no clear call, values can overlap the other calls; tested in BHK-21 cells;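 further: 0% = median of neutral control wells and 100% = median of positive control wells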
GSIS activator – GLuc luminescence reporter in INS-1E cells, primary screen for activators of glucose-dependent secretion of insulin; activation, % at 16.6 µM; 370,000 compounds, 0.61% hits; AID 743287, 2014; INS-1E GLuc reporter insulin secretion, 2-3 h;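 active means lowest replicate activation of at least 40%, so every replicate reaches that level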;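 further: 0% = median of neutral control wells and 100% = median of IBMX positive control wells; some compounds called inactive have numbers as strong as hits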
* marks the source's active call; other numbers are inactive results; ? = inconclusive; . = no result given; & = joins results of further samples. The order is random; about 4.2% have a hit in one of these screens.

SMILES | CFTR F508del cor | Xi reactivation | ARNT-TACC3 inh | EWS-Fli block | PAX8 reporter | ERp5 inh | DENV2 CPE | GSIS activator
Cc1ccc(S(=O)(=O)Nc2ccc3c(c2)CC(=O)N([C@H](C)CO)C[C@H](C)[C@H](CN(C)Cc2ccc(C(F)(F)F)cc2)O3)cc1 | ? | -0.4 | . | 9 | 23 | . | . | 4
Cc1noc(C)c1S(=O)(=O)N(C)C[C@@H]1OCCCC[C@H](C)Oc2ccc(NC(=O)Nc3ccc(C(F)(F)F)cc3)cc2C(=O)N([C@H](C)CO)C[C@H]1C | 1.1 | 0.1 | 21 | 0 | . | 0 | -2 | -15
COc1cc(CNc2ncnc3c2ncn3[C@H]2CN(Cc3ccc(-c4ccccc4)cc3)C[C@@H](CO)O2)cc(OC)c1OC | 0.0 | -0.1 | . | 35 | 94* | 1 | 6 | -14
CC12CC3(C)CC(C)(C1)CC(C(=O)NCc1cccnc1)(C2)C3 | 0.0 | 0.1 | 6 | 1 | 10 | 2 | 3 | 14
O=C(Nc1cc(F)ccc1F)N1[C@@H]2CNC[C@H]1C2c1ccc(-c2cccnc2)cc1 (stereo partly drawn) | -4.6&-1.6 | 0.0&0.2 | . | -5&-12 | 0&8 | -1&-2 | -2&-3 | -4&-4
Cc1ccccc1S(=O)(=O)N1CCCCN2[C@H](CO)[C@H](c3ccc(C#CCN(C)C)cc3)[C@H]2C1 | -2.3 | 0.0 | 8 | 4 | -11 | 4 | 4 | 1
NS(=O)(=O)c1ccc(NN=C2CCN(Cc3ccccc3)CC2)c([N+](=O)[O-])c1 | -0.5 | -0.1 | -10 | 10 | 7 | 0 | -3 | 7
c1ccc(Nc2ccnc(Nc3ccccc3)n2)cc1 | -1.3 | 0.0 | 1 | -91 | -81 | -1 | -9 | -24
Cc1cccc(-c2noc(CCC(=O)Nc3ccc(C(N)=O)cc3)n2)c1 | -1.8 | 0.2 | . | -22 | -26 | 1 | 3 | 3
Cc1ccc(NC(=O)CSc2n[nH]c(=O)n2C2CC2)cc1S(=O)(=O)N1CCOCC1 | . | -0.1 | -1 | -4 | -13 | -6 | 7 | .
Nc1nc(-c2ccc3c(c2)CCC(=O)N3)cs1 | 2.4 | 0.0 | -2 | 15 | 7 | -3 | . | 1
O=C1C2CCCN2C(c2ccccc2)N1c1ccc(F)cc1 (stereo not drawn) | 1.5 | 0.1 | 4 | 2 | -11 | -4 | 5 | -2
CS(=O)(=O)N(CC1CCC1)C[C@@H]1N[C@H](CO)[C@@H]1c1ccccc1 | -1.6 | 0.1 | -6 | 10 | -26 | . | -1 | 13
CCCC#Cc1cnc2c(c1)C(=O)N([C@@H](C)CO)C[C@@H](C)[C@@H](CN(C)C(=O)Nc1cc(F)ccc1F)O2 | -1.5 | 0.1 | -1 | 5 | . | -7 | -6 | 0
O=C(Nc1nnc(C2CC2)s1)C1COc2ccccc2O1 (stereo not drawn) | 4.3 | 0.2 | -18 | -31 | -69 | -11 | 1 | .
O=[N+]([O-])c1cc(-c2cccnc2)n[nH]1 | 1.6 | 0.3 | -8 | 11 | -12 | -6 | -4 | .
COc1ccc(-c2cnc3c(c2)C(=O)N([C@@H](C)CO)C[C@@H](C)[C@H](CN(C)Cc2ccc(C(=O)O)cc2)O3)cc1 | 0.1 | -0.8 | -2 | -12 | 0 | 0 | -1 | 2
OCCN(Cc1ccccc1)CC(O)COc1ccc2c(c1)OCO2 (stereo not drawn) | -1.2 | -0.1 | 7 | 1 | -3 | -2 | 16 | 4
CC(C)(C)Cc1nnc(NC(=O)CN2C(=O)c3ccccc3C2=O)s1 | 2.4 | 0.0 | -1 | -5 | 14 | 0 | 6 | 3
O=C(COC(=O)c1n[nH]c2ccccc12)c1cc(F)ccc1F | -0.1 | 0.1 | 4 | 9 | -9 | 3 | -6 | -20
COc1ccc(S(=O)(=O)Nc2ccc3c(c2)CC(=O)N([C@H](C)CO)C[C@H](C)[C@H](CN(C)S(=O)(=O)c2ccc(Cl)cc2)O3)cc1 | 4.3 | -0.9 | 0 | -2 | -7 | 0 | -10 | -8
C[C@H]1CN([C@@H](C)CO)C(=O)c2cc(NS(C)(=O)=O)ccc2O[C@H]1CN(C)Cc1ccc2c(c1)OCO2 | 1.3 | 0.8 | 0 | . | -5 | 0 | -5 | 14
CCCCCCNC(=O)c1ccc(Br)o1 | -2.4 | 0.0 | 6 | -6 | -22 | 0 | 9 | 3
CCOc1ccc(CCNC(=O)COC(=O)c2c(C)nn(-c3ccccc3)c2C)cc1OCC | 4.9 | 0.0 | -3 | 5 | . | 2 | 2 | .
C[C@H](CO)N1C[C@H](C)[C@H](CN(C)C(=O)C2CC2)Oc2cc(C3=CCCC3)ccc2S1(=O)=O | -6.7 | -0.7 | . | -6 | . | . | . | -7
C[C@@H]1CN([C@H](C)CO)C(=O)c2cccc(NC(=O)Nc3ccc4c(c3)OCO4)c2O[C@@H]1CN(C)CC1CCCCC1 | 4.7 | 7.3 | 3 | -2 | -3 | 5 | -8 | 17
COC(=O)C[C@@H]1CC[C@H]2[C@@H](COC[C@@H](O)CN2S(=O)(=O)c2ccccc2C)O1 | 2.1 | -0.2 | 15 | -5 | -4 | 0 | 9 | 22
C[C@@H]1CN([C@@H](C)CO)C(=O)c2cc(-c3cncnc3)cnc2O[C@@H]1CN(C)C(=O)Cc1cccnc1 | 2.3 | -0.1 | -8 | -4 | . | -4 | -10 | 1
C[C@@H]1CN([C@H](C)CO)C(=O)Cc2cc(NS(=O)(=O)c3cccs3)ccc2O[C@@H]1CN(C)C(=O)Nc1ccc(C(F)(F)F)cc1 | 0.6 | 0.1 | -30 | 3 | 4 | . | -4 | -2
CC(C)NC(=O)Nc1ccc2c(c1)C(=O)N([C@H](C)CO)C[C@H](C)[C@@H](CN(C)Cc1ccc(C(=O)O)cc1)O2 | -2.3 | -0.1 | -4 | -2 | -19 | 6 | 3 | 5
O=C(N=C1SC2CS(=O)(=O)CC2N1c1ccc(OC(F)(F)F)cc1)C1CC1 (stereo not drawn) | -0.2 | 0.0 | -3 | -14 | -5 | 7 | 0 | 2
COc1ccccc1OCC(=O)Nc1ccc(S(=O)(=O)N2CCCC2)cc1 | 2.2 | 0.3 | -2 | -13 | 1 | 2 | 5 | 4
O=C(O)c1cccc(S(=O)(=O)NCC2COc3ccccc3O2)c1 (stereo not drawn) | -0.9 | -0.1 | -7 | -5 | 3 | 3 | -13 | .
CCN(CC)S(=O)(=O)c1ccc(OC(C)C)c(N)c1 | -1.5 | 0.1 | -4 | 9 | -1 | -4 | 1 | -10
Cc1cc(Cl)ccc1NC(=O)CN1CCCC1 | 0.3 | 0.1 | 1 | -1 | -23 | 3 | 1 | 9
O=C(c1cc(S(=O)(=O)N2CCCC2)c(Cl)cc1Cl)N1CCCC1 | 2.3 | 0.2 | -13 | -4 | -20 | 3 | 0 | 72
O=C(c1ccc(CS(=O)c2ccccc2Cl)o1)N1CCN(c2ccccc2)CC1 (stereo not drawn) | 5.9 | 0.7 | 4 | 56* | 12 | -4 | -3 | -9
Cc1ccc(Sc2ncccc2[N+](=O)[O-])cc1 | 3.4 | 0.0 | 10 | 2 | 9 | 6 | -3 | -26
Cc1c(NC(=O)COC(=O)c2ccc(Br)o2)c(=O)n(-c2ccccc2)n1C | -2.9 | 0.1 | 3 | -12 | 17 | 0 | -3 | 9
O=C(C#Cc1ccccc1)c1ccccc1 | -9.8 | 0.0 | . | 70* | 46 | -3 | 13 | 11
C[C@@H](NC(=O)C[C@H]1C=C[C@H](NC(=O)Cc2ccccn2)[C@H](CO)O1)c1ccccc1 | 1.0 | 0.0 | -1 | . | . | 0 | 14 | 4
COc1ccc(C2CC(=O)Oc3cc(OC)ccc32)cc1 (stereo not drawn) | -1.4 | 0.5 | -7 | 3 | -9 | -5 | 6 | 12
CCOc1cccc(C(=O)Nc2ccncc2)c1 | 0.9 | 0.1 | 1 | 8 | 2 | -8 | -5 | -6
C=CCn1c(SCC(=O)NC2CCS(=O)(=O)C2)nnc1-c1cc2c(s1)CCC(CC)C2 (stereo not drawn) | . | 0.1 | 6 | . | -57 | . | . | -8
O=C(c1cccc(C(F)(F)F)c1)N1CCC(=O)N(C(CO)Cc2ccccc2)CC1 (stereo not drawn) | -2.7 | -0.3 | . | -19 | 10 | -2 | ? | -4
CN(CC1CCOCC1)C(=O)CC1C(=O)NCCN1Cc1ccc(Cl)c(F)c1 (stereo not drawn) | -0.6 | 0.2 | -5 | -3 | 11 | 0 | -3 | -16
Cc1ccc(C(=O)Nc2nc(C(N)C(C)C)cs2)cc1 (stereo not drawn) | -0.8 | 0.2 | . | -69 | -20 | 6 | -12 | 28
COCCCNC(=O)c1cc(Nc2ccc(OC)cc2OC)nc2ccccc12 | -1.9 | 0.1 | 2 | 4 | 6 | 1 | ? | -7
COc1ccc([Si](C)(C)[C@H]2[C@H](CCO)O[C@@]3(C(=O)N(Cc4ccc(N5CCOC5=O)cc4)c4ccccc43)[C@@H]2C)cc1 | -0.9 | . | -3 | 24 | 107* | 2 | 0 | .
CC1(C(=O)NS(=O)(=O)Cc2ccccc2)CCN1C(=O)Cc1ccccc1Cl (stereo not drawn) | -0.9 | 0.1 | . | 5 | 14 | 4 | -6 | 5
Cc1noc(C)c1NC(=O)Nc1ccc2c(c1)CC(=O)N([C@H](C)CO)C[C@@H](C)[C@H](CN(C)Cc1ccccc1)O2 | 0.1 | 0.0 | -7 | 6 | -7 | -2 | 2 | 6
C[C@H]1CN([C@@H](C)CO)C(=O)c2cccc(NC(=O)Nc3ccc(F)cc3)c2O[C@@H]1CN(C)Cc1ccc(C(=O)O)cc1 | 0.5&-3.4 | 1.9&-0.1 | 2&-3 | -2&1 | -9 | 1&1 | 2&-11 | 13&0
COc1cc2c(cc1N/C=C(\C#N)c1nc(-c3ccccc3)cs1)oc1ccccc12 | -9.5 | 0.2 | 3 | -13 | 22 | -1 | -5 | 4
Cc1ccc2c(cnn2C(=O)CCC(=O)N2CCCCC2)c1 | -2.8 | -0.2 | -6 | 0 | -12 | 2 | 3 | 1
O=C(O)CNc1nc(-c2ccccc2)c2cc([N+](=O)[O-])ccc2n1 | . | 0.2 | 11 | . | -18 | . | . | 61*
COc1cccc(C(=O)Nc2ccc3c(c2)OC[C@@H](C)NC[C@H](C)[C@H](OC)CN(C)C3=O)c1 | 2.4 | 0.3 | . | . | . | -2 | 5 | -12
CC(C)(C)NS(=O)(=O)c1cc2c3c(c1)CCN3C(=O)CC2 | 0.0 | 0.1 | -7 | 9 | -3 | 10 | -4 | 7
C[C@@H]1CN([C@@H](C)CO)C(=O)CCCn2nncc2CO[C@@H]1CN(C)C(=O)Nc1ccnc(N2CCOCC2)c1 | -0.7&-0.7 | 0.2&0.2 | 1 | 3&-1 | -3&-6 | 4&-3 | ? | 25&12
